Screening data as filed in PubChem BioAssay.
RGS4 block: human RGS4 inhibition; AID 463165; actives 0.45% (n = 310,000); HEK293 M3R/RGS4 inducible, Fluo-4 calcium flux; active compounds read high; triggered by carbachol at its EC20; P49798; B-score at 10 µM;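 active = B-score, a plate-corrected calcium signal, over three deviations above library mean, with baseline fluorescence within five deviations of library mean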;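 note: RGS4 expression induced by doxycycline in cells with stable M3 receptor; B-score is computed from the integrated fluorescence ratio over baseline after carbachol; higher B-score means a larger calcium signal and so more RGS4 inhibition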
Target sequence (P49798 whole entry, looked up): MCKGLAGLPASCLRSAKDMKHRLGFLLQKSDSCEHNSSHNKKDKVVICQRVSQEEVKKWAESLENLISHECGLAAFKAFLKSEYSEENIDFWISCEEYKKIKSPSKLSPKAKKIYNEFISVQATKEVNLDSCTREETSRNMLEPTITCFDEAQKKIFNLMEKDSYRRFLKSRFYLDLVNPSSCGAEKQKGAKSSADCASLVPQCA
RGS4 pot: RGS4 potentiation or activation; HEK293 M3R/inducible RGS4, carbachol calcium flux Fluo4; active compounds read low; B-score at 10 µM; actives 0.92% (n = 310,000); AID 463111;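 active = B-score of the integrated calcium signal more than 4 SD below the library mean, with starting fluorescence not abnormally high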;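 note: negative B-score means reduced calcium response which marks RGS4 activation or potentiation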
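Assay system: HEK293 FlpIn-TREx cells, stable M3R, doxycycline-inducible RGS4 / Probe or stimulus: carbachol, ECmax concentration / Times: overnight RGS4 induction, 30 min dye load 37 °C, 20 min compound RT / Signal: kinetic calcium fluorescence imaging with Fluo4-AM dye, 2 µM / Measure: Agonist-evoked peak-minus-minimum fluorescence over baseline, integrated ratio, B score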
SKKanGAS inh: blocks kanamycin growth of S. pyogenes SKKanGAS strain; BacTiter-Glo, 6 h; inhibition, % at 7.5 µM; actives 1.3% (n = 300,000);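 active = mean replicate score, as percent of positive control median, at least 50; inconclusive = mean below 50 but one replicate at or above 50; inactive = mean and every replicate below 50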;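 note: strain carries kanamycin resistance gene driven by streptokinase promoter and grows in 40 µg/ml kanamycin; loss of luminescence reflects streptokinase promoter inhibition or plain growth inhibition; 0% = median of DMSO wells and 100% = positive control at its reference dose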
TMEM16A act: mouse TMEM16A channel activation, primary screen. B-score at 10 µM. Q8BHY3. actives 0.3% (n = 340,000). HEK293 TMEM16A/YFP-H148Q/I152L, iodide quench fluorescence; active compounds read low;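 active = fluorescence-ratio B-score plate-corrected deviation score at least 3 library SD below zero, with starting fluorescence score within 5 deviations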;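 note: channel opened by trigger with iodide after compound preincubation; score built on the fluorescence ratio of max minus min over baseline; more negative score means more quench and so TMEM16A activation or potentiation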
MrgX1 PAM: allosterically activates human MrgX1 receptor signaling. Q96LB2. MrgX1-HEK293, Fluo-4 calcium flux, FDSS; active compounds read high. B-score at 10 µM. actives 0.63% (n = 310,000);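 active = plate-corrected calcium response at least 3 library SD above typical, normal starting fluorescence, not activating the receptor alone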;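 note: compound read alongside a low EC10 to EC30 dose of BAM8-22 agonist; peak minus trough fluorescence over baseline measured at the second addition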
Target sequence (Q96LB2 whole entry, looked up): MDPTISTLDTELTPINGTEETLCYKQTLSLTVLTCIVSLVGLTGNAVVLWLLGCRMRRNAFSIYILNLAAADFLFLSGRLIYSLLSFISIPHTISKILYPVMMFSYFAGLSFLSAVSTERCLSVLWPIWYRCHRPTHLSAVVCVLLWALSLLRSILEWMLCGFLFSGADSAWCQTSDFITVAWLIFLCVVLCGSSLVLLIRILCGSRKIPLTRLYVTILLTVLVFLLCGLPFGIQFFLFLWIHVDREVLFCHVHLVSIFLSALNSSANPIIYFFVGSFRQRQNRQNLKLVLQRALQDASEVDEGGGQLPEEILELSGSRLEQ
MrgX1 ag: human MrgX1 receptor agonism, primary screen | B-score at 10 µM | MrgX1-HEK293 cells, Fluo-4 calcium fluorescence, agonist mode; active compounds read high | Q96LB2 | actives 0.44% (n = 310,000);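 active = calcium response B-score plate-corrected fluorescence ratio at least 3 library SD, with starting fluorescence B-score inside 5 SD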
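Test system: HEK293 cells stably expressing human MrgX1 receptor; amount: 15,000 cells per well; doses: compound delivered in addition one of three; times: overnight plating before 1 h dye loading; detection: Fluo-4 NW calcium-flux fluorescence, kinetic read; read-out basis: B-scored fluorescence response ratio; controls: positive and negative controls per plate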
TMEM16A inh: blocks the mouse calcium-activated chloride channel TMEM16A. Q8BHY3. HEK293 TMEM16A/YFP iodide influx fluorescence, ionomycin. normalized B-score (activity score, 25-100; higher = stronger inhibition) at 10 µM. actives 1.2% (n = 310,000);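 active = ratio plate-corrected score three or more library SD toward inhibition, starting fluorescence score within five deviations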;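 note: score derived from kinetic fluorescence span divided by baseline fluorescence per well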
TRPC6 activator: activators of mouse TRPC6 channel | Q61143 | HEK293-TRPC6 membrane potential dye fluorescence; active compounds read high | B-score at 10 µM | actives 0.13% (n = 310,000);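 active = B-score of the integrated fluorescence ratio above library mean plus 3 SD, and starting fluorescence ratio within library mean plus 5 SD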;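 note: higher score means more depolarization so channel activation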
TRPC6 inhibitor: mouse TRPC6 channel inhibition. AID 2553. B-score at 10 µM. HEK293-TRPC6, membrane potential dye, ACh-evoked depolarization; active compounds read low. actives 1.1% (n = 310,000);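 active = B-score under library mean minus 3 SD, initial fluorescence not abnormally high, positive integrated signal ratio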;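 note: B-score derived from integrated fluorescence ratio over the kinetic read; more negative B-score means stronger inhibition of depolarization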
HDAC3 inh: blocks human histone deacetylase 3; O15379; recombinant HDAC3, fluorogenic peptide/trypsin coupled, fluorescence; inhibition, % at 8.3 µM; actives 0.15% (n = 320,000); AID 2718; in the data active = inhibition above about 26%, passing the limit was not always enough; inconclusive = no clear call, values can overlap the other calls
Target sequence (O15379 whole entry, looked up): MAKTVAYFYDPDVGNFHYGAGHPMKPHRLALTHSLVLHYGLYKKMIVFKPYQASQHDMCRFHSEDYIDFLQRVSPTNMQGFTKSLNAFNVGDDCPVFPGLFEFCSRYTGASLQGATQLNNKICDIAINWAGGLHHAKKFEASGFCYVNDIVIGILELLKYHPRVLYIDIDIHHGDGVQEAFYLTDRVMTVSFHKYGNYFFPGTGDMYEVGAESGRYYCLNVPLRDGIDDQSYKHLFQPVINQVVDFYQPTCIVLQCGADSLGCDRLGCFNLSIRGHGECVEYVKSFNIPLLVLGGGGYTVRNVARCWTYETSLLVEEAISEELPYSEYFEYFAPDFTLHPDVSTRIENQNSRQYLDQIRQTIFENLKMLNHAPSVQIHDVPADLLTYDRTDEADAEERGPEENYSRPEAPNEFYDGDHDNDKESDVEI
MrgX1 antagonist: human MrgX1 receptor antagonism, primary screen; Q96LB2; MRGX1-HEK293 calcium flux, Fluo-4, BAM8-22 antagonism; active compounds read low; B-score at 10 µM; actives 1.3% (n = 310,000); AID 588676;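 active = calcium-response B-score plate-corrected more than 3 library SD below zero, starting fluorescence within 5 deviations, no agonist response on first addition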;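 note: peak minus trough fluorescence over baseline after final BAM8-22 challenge near maximal dose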
The depositor's hits bear a star; i = inactive; ? = inconclusive; nt = not tested or not shown.

SMILES	RGS4 block	RGS4 pot	SKKanGAS inh	TMEM16A act	MrgX1 PAM	MrgX1 ag	TMEM16A inh	TRPC6 activator	TRPC6 inhibitor	HDAC3 inh	MrgX1 antagonist
CCN(CC)c1ccc(C(=O)N/N=C(\C)c2ccc(OC)c(OC)c2)cc1	i	i	3	i	i	i	i	i	i	?	i
N#CCCN1CCN(S(=O)(=O)c2ccc(S(=O)(=O)N3CCCC3)cc2)CC1	i	i	5	i	i	i	i	i	i	-3	i
O=C(c1ccc(N2CCN(C3CC(=O)N(c4ccc(F)cc4)C3=O)CC2)cc1)c1cccnc1 (centres undefined)	i	i	-6	nt	i	i	i	i	i	8	i
CCN(CC)c1ccc(/C=N/NC(=O)C(O)(c2ccccc2)c2ccccc2)o1	i	i	-17	nt	i	i	i	i	i	4	i
Cc1cc(COc2ccccc2O)on1	i	i	-2	i	i	i	i	i	i	2	i
COC(=O)c1nn(-c2ccc(OC)cc2)c(=O)cc1NN	i	i	nt	i	i	i	i	i	i	4	i
O=C(NCc1ccncc1)c1cc(S(=O)(=O)N2CCOCC2)c(Cl)cc1Cl	i	i	-2	i	i	i	i	i	i	8	i
COc1ccc(NC(=O)c2cccc(C(=O)Nc3ccc(OC)cc3)n2)cc1	i	i	-6	nt	8.8*	i	i	i	i	1	i
CCOc1ccc(S(=O)(=O)N(CC)CC)cc1N	i	i	nt	i	i	i	i	i	i	-1	i
Cc1ccc(C)c(SCC(=O)OCC(=O)N2CC(C)OC(C)C2)c1 (centres undefined)	i	i	-2	i	i	i	i	i	i	2	i
CCC1=Nc2cc(C(=O)NCCN3CCOCC3)ccc2Sc2ccc(Br)cc21	i	i	-7	i	i	i	i	i	i	9	i
CN(Cc1ccccc1)C1(CNC(=O)CCC(F)(F)F)Cc2ccccc2C1	i	i	3	i	i	i	i	i	i	?	i
CN(c1ccccc1)S(=O)(=O)c1ccc(Cl)c(C(=O)OCC(=O)N2CCOCC2)c1	i	i	-4	i	i	i	i	i	i	1	i
CCOc1ccc(N2C(=O)c3cccnc3C2Nc2ccc(C)c(C)c2)cc1 (centres undefined)	i	i	4	i	i	i	i	i	i	6	i
COc1ccccc1CC(=O)N(CCC1=CCCCC1)c1c(N)n(Cc2ccccc2)c(=O)[nH]c1=O	i	i	2	i	i	i	i	i	i	nt	i
CC(C)n1cnnc1SCC(=O)Nc1ccc(Br)cc1F	i	i	-5	i	i	i	i	i	i	-3	i
O=C(Cc1ccccc1)Nn1c(O)c(/C=C2\C=Nc3ccccc32)sc1=S	i	i	50*	i	i	i	i	i	i	8	i
O=C(Nc1nnc(-c2cccs2)o1)c1cccc(F)c1	i	i	85*	i	i	i	i	i	i	5	i
COCCCNC(=O)COc1ccc(-c2nccc(-c3ccccn3)n2)cc1	i	i	0	i	i	i	i	i	i	8	i
O=C1CC(N2CCN(Cc3ccc4c(c3)OCO4)CC2)C(=O)N1CCc1ccccc1 (centres undefined)	i	i	-3	i	i	i	i	i	i	12	i
O=C(NCc1ccccn1)c1cc2ccccn2n1	i	i	-4	i	i	i	i	i	i	-11	i
NS(=O)(=O)c1cccc(NS(=O)(=O)c2ccc(/C=C/C(=O)O)cc2)c1	i	i	1	i	i	i	i	i	i	3	i
O=C(CCNS(=O)(=O)c1ccccc1F)NCc1ccc2c(c1)OCO2	i	i	-4	i	i	i	i	i	i	-11	i
COc1ccc(NC(=O)Cn2c(=O)oc3ccccc32)cc1	i	i	-4	i	i	i	i	i	i	-7	i
CC(C)Cc1cc(C(=O)O)c2ccccc2n1	i	i	-1	i	i	i	i	i	i	1	i
CCn1ccnc1[C@@H]1C[C@H]2CN(Cc3ccccc3OC)C(=O)[C@]23CCCN13	i	i	-1	i	i	i	i	i	i	0	i
Cc1ccc(O)c(NC(=O)C2CC(c3ccc(F)cc3)=NO2)c1 (centres undefined)	i	i	2	i	i	i	i	i	i	0	i
CC(=O)c1cccc(NC(=O)c2c(C)nn(-c3ccccc3)c2Cl)c1	i	i	-11	i	i	i	i	i	i	-13	i
COc1ccc(-n2c(C)cc(C(=O)CCl)c2C)cc1	i	i	-20	i	i	i	i	i	i	2	i
COc1cc([N+](=O)[O-])cc(/C=N/NC(=O)C(C)Nc2ccccc2C)c1O (centres undefined)	i	i	8	i	i	i	i	i	i	nt	i
CCc1c(C)nc2ncnn2c1N1CCC(C(=O)Nc2ccccc2)CC1	i	i	0	i	i	i	i	i	i	2	i
CN(CC(=O)Nc1ccc(Cl)cc1)C(=O)CCC1CCCC1	i	i	-3	i	i	i	i	i	i	5	i
O=C(NCC1CCCCC1)C1(CC2CC(c3cccc(Br)c3)=NO2)CCNCC1 (centres undefined)	i	i	6	i	i	i	i	i	i	2	i
Cc1ccccc1-n1c(=O)c2ccccc2n(CC(=O)NCc2ccco2)c1=O	i	i	0	i	i	i	i	i	i	0	i
Cc1n[nH]c(=O)c2ccccc12	i	i	-8	i	i	i	i	i	i	nt	i
N#C/C(=C/c1ccc(F)cc1)S(=O)(=O)c1ccccc1	i	i	0	i	i	i	i	i	i	-3	i
CN(C)CCCC1(O)c2ccccc2C=Cc2ccccc21	i	i	-2	i	i	i	i	i	i	4	i
COc1cccc(CC2(CO)CCN(C(=O)NC3CCCCC3)CC2)c1	i	i	1	i	i	i	i	i	i	3	i
CC(=O)N1CN(C2CCS(=O)(=O)C2)Cc2c1sc1c2CCCC1 (centres undefined)	i	i	-1	i	i	i	i	i	i	5	i
COc1ccc(NC(=O)C2CCN(C(=O)c3ccccc3)CC2)cc1OC	i	i	17	i	i	i	i	i	i	5	i
CN(Cc1ccccc1Cl)C(=O)c1cc2ccccc2o1	i	i	6	i	i	i	i	i	i	14	i
CCc1cc2c(=O)c(-c3nc4ccccc4n3C)c(C)oc2c(CN2CCN(CCO)CC2)c1O	i	i	2	i	i	i	i	i	i	-11	i
O=C(NC(=S)N1CCc2ccccc21)C1CCC1	i	i	-2	i	i	i	i	i	i	3	i
COc1ccc(N2C(=O)C3C4C=CC(C4)C3C2=O)c(OC)c1 (centres undefined)	i	i	-3	i	i	i	i	i	i	3	i
CC(C)(C)NS(=O)(=O)c1ccc(-c2csnn2)s1	i	i	-2	i	i	i	i	i	i	11	i
Cc1cccc(OCCSc2ncnc3nc[nH]c23)c1	i	i	2	i	i	i	i	i	i	4	i
CCCC(C)NC(=O)CSCc1ccc(OC)cc1 (centres undefined)	i	i	0	i	i	i	i	i	i	0	i
Cc1cnnn1-c1ccc(C(=O)CCl)cc1	11*	i	-3	i	i	28*	i	i	i	1	i
COc1cc(OC)c(N(C)S(=O)(=O)c2cccc(C(=O)NC3=NCCS3)c2)cc1Cl	i	i	6	i	i	i	i	i	i	nt	i
CCOC(=O)c1cc(-c2ccc(C)cc2)n(CCC(=O)NC(C)CC)c1C (centres undefined)	i	i	8	i	i	i	i	i	i	2	i
Cc1nn(CCS(=O)(=O)c2ccc(Cl)cc2)c(C)c1Br	i	i	-5	i	i	i	i	i	i	-4	i
C=CCn1c(SC2CCOC2=O)nc2sc(CC)cc2c1=O (centres undefined)	i	i	nt	i	i	i	i	i	i	2	i
NS(=O)(=O)c1ccc(-c2ccc(/C=C3\SC(=S)N(C4CCS(=O)(=O)C4)C3=O)o2)cc1 (centres undefined)	i	i	73*	-5*	i	i	i	i	i	2	-8.6*
Cc1cc2c(c(=O)n1Cc1ccccn1)C(c1ccc3c(c1)OCO3)C(C#N)=C(N)O2 (centres undefined)	i	i	-3	i	i	i	i	i	i	-5	i
COc1cc(NC(=O)Nc2ccc3c(c2)OCO3)cc(OC)c1OC	i	i	0	i	i	i	i	i	i	-1	i
Cc1ccc(Cn2c(-n3nc(C)cc3C)nc3c2c(=O)[nH]c(=O)n3C)cc1	i	i	0	i	i	i	i	i	i	-1	i
FC(F)(F)c1cc(Oc2ccc(Cl)cc2)ncc1-c1nnc(-c2ccc(Cl)cc2)o1	i	i	13	i	i	i	i	i	i	-4	i
CCOC(=O)c1c(S(=O)(=O)N2CCC(C)CC2)c(C)n(C)c1C	i	i	-3	i	i	i	i	i	i	-8	i
CC(C)c1ccccc1NC(=O)CCc1nc2ccccc2s1	i	i	3	i	i	i	i	i	i	-5	i
CCC/S(CC1CC1(Cl)Cl)=N\S(=O)(=O)c1ccc(C)cc1 (centres undefined)	i	i	-1	i	i	i	i	i	i	-5	i

Additional records follow:
SMILES	RGS4 block	RGS4 pot	SKKanGAS inh	TMEM16A act	MrgX1 PAM	MrgX1 ag	TMEM16A inh	TRPC6 activator	TRPC6 inhibitor	HDAC3 inh	MrgX1 antagonist
CCc1nnc(NC(=O)CCC(=O)NC2CCCC2)s1	i	i	0	i	i	i	i	i	i	-3	i
COc1cc(N)c(Cl)cc1C(=O)OCC(=O)c1cccs1	i	i	-1	i	i	i	i	i	i	11	i
Cc1ccc(S(=O)(=O)Cn2nnnc2C(c2ccccc2)N2CCN(c3ccccc3)CC2)cc1 (centres undefined)	i	i	1	i	i	i	i	i	i	-1	i
CCC(C)NC(=O)CSc1c2c(nc3ccccc13)CCCC2 (centres undefined)	i	i	0	i	i	i	i	i	i	-4	i
Brc1cccc(-c2nnc(-c3ccccc3)o2)c1	nt	nt	nt	i	i	i	i	nt	nt	1	i
CC1Sc2ccc(C(=O)N3CCCC(C(F)(F)F)C3)cc2NC1=O (centres undefined)	i	i	-7	i	i	i	i	i	i	8	i
CCC(C)(C)NC(=O)C(c1sccc1C)N(Cc1ccco1)C(=O)c1csnn1 (centres undefined)	i	i	-2	i	i	i	i	i	-5.8*	-1	i
CCN1C(=O)[C@@H]2[C@H](C1=O)[C@@H]1C[C@H]3C(=O)N(CC)C(=O)[C@H]3[C@@H]3C1=C(C(=O)N1C(=O)OC(=NCC4CC4)[C@]31C)[C@@H]2C	i	i	-1	i	i	i	i	i	i	3	i
CCCn1c(SCC(=O)Nc2nc(-c3ccc(OC)cc3)cs2)nc2c1c(=O)n(C)c(=O)n2C	i	i	8	i	i	i	i	i	i	-2	i

Rows are unselected, and some 6.7% of all compounds hit somewhere here.
